From PubChem BioAssay
DSG3 Ab inh – inhibitors of pemphigus antibody binding to human desmoglein-3 | binding (percent of control), % at 10 µM | P32926 | DSG3-coupled beads, scFv-anti-DSG3-GFP binding, flow cytometry; hits give low values | hit rate 0.48% among 310,000 | AID 588358;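 active = binding more than 3 SD below its plate's average and above zero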;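 note: hits lower antibody fragment binding to DSG3; some compounds called inactive have numbers as strong as hits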
OPRM1-OPRD1 inv – inverse agonist of human OPRM1-OPRD1 heterodimerization; cell-based MOR-DOR heterodimer luminescence, inverse agonism; inhibition, % at 9.3 µM; hit rate 0.21% among 340,000; AID 504357; in the data active = inhibition above about 22%, passing the limit was not always enough;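 note: 0% = cells with DMSO and 100% = wells without cells with DMSO; values of inactives mirror those of a sister screen read the other way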
RTF Ca sens act – cardiac RTF calcium sensitization | P19429+P45379 | IANBD-labeled TnC RTF fluorescence at EC20 calcium; 0% EC20 calcium, 100% full calcium | activation, % at 7.2 µM | hit rate 0.24% among 340,000 | AID 493008;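 active = activation above the mean over all tested compounds plus 3 SD, cut at about 30% in these data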;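 note: rise in fluorescence read as greater calcium sensitivity of cardiac thin filaments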
LANA DNA inh – KSHV C-LANA DNA binding inhibition; MBP-C-LANA/FAM-LBS DNA binding, fluorescence polarization; inhibition, % at 9 µM; hit rate 0.078% among 340,000; AID 504423;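 active = highest replicate inhibition at or above 60% at 9 µM, even if other replicates fall short; inactive = all replicates below 60% inhibition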;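 note: 0% = neutral control wells and 100% = 4 µM acridine orange control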
Keap1 Nrf2 FP – Keap1-Nrf2 (human) interaction inhibition; hit rate 0.15% among 340,000; AID 504523; inhibition, % at 9.4 µM; Q14145; Keap1 Kelch-Nrf2 peptide fluorescence polarization, 1536-well; in the data active = inhibition above about 12%;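 note: human Keap1 Kelch domain with fluorescein labeled Nrf2 9mer peptide probe; 0% = neutral control wells and 100% = peptide positive control; higher means more block of Keap1 binding to Nrf2 peptide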
Target sequence (Q14145 whole entry, looked up, the tested form may be a part): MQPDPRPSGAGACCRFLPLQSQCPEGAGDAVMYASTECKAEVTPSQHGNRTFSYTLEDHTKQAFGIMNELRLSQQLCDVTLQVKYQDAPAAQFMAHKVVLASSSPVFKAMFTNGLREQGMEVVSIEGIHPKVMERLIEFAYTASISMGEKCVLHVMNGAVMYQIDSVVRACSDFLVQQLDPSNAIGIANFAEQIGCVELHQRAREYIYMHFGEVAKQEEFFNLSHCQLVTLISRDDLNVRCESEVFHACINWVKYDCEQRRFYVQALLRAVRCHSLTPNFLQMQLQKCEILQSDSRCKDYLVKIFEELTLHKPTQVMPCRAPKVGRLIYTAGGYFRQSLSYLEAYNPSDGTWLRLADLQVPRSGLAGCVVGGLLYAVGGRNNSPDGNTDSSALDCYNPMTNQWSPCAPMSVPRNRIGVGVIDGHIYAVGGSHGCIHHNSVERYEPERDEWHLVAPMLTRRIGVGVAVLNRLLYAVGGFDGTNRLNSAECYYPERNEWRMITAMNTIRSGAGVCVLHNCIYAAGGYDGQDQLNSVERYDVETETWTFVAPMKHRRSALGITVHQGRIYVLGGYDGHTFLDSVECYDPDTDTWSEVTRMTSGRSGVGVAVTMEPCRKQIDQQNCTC
MOR-DOR ag – agonists of human mu-delta opioid receptor heterodimerization; activation, % at 9.3 µM; hit rate 0.3% among 340,000; P35372+P41143; cells, OPRM1-OPRD1 heterodimerization, luminescence; in the data active = activation above about 18%;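 note: 0% = vehicle-treated cells and 100% = reference agonist; values of inactives mirror those of a sister screen read the other way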
V-ATPase pHluor – yeast V-ATPase proton transport regulation by pHLuorin; S. cerevisiae, pHLuorin cytosolic pH fluorescence; response, % at 10 µM; hit rate 0.37% among 350,000; AID 504577; in the data active = response mostly above about 7.3%, no sharp cut-off; inactive = mostly below about 5.4%; note: actives read high; inactives centre near 0; some compounds called inactive have numbers as strong as hits; reference of the scale not given here
Wnt act – activates Wnt/beta-catenin signaling in a reporter cell assay. activator, plate reader. activation, % at 9.35 µM. hit rate 1.2% among 300,000. AID 743398; in the data active = activation above about 30%, passing the limit was not always enough;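 note: 0% = neutral control wells and 100% = positive control wells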
Arr AP2 block – inhibitors of human beta-arrestin and AP2 interaction. FITC-arrestin peptide / GST-AP2 beads, flow cytometry; AP2 beta2 appendage carries R879A mutation. inhibition, % at 10 µM. hit rate 0.31% among 340,000. AID 504490;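 active = inhibition above a set limit, near 3 SD of compounds lacking own fluorescence, cut at about 54% in these data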;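 note: plate controls were DMSO wells for no effect and 5 µM unlabelled arrestin peptide for full effect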
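System: GST-AP2 R879A bound to glutathione beads, E. coli-expressed. Also added: 50 nM FITC-arrestin peptide. Schedule: compound with beads 12 min RT, then probe 1 h RT. Signal: bead flow cytometry, FITC channel. Read-out basis: percent response.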
RTF Ca sens inh – cardiac RTF calcium desensitization. IANBD-labeled cardiac RTF, Ca2+ fluorescence. inhibition, % at 7.15 µM. hit rate 0.12% among 340,000;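 active = inhibition above the mean inhibition of all tested compounds plus 3 SD, cut at about 17% in these data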;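 note: assay run at fixed EC70 calcium of 1.6 mM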
Numbers without * were called inactive; . = no result given. The order is random; any-hit rate near 3.1%.

SMILES	DSG3 Ab inh	OPRM1-OPRD1 inv	RTF Ca sens act	LANA DNA inh	Keap1 Nrf2 FP	MOR-DOR ag	V-ATPase pHluor	Wnt act	Arr AP2 block	RTF Ca sens inh
COc1ccc(-c2ccc(C(=O)O)o2)c([N+](=O)[O-])c1	102	8	5	-0.3	-5	-1.6	1	-10	11	-5
O=C(CN1C(=O)CC(c2ccccc2)S(=O)(=O)c2ccccc21)N1CCCCC1 (centres undefined)	98	2	3	1.9	-5	-0.5	-3	-2	-3	5
CCN(C(=O)COC(=O)c1ccc(S(=O)(=O)N2CCCc3ccccc32)cc1)C1CCS(=O)(=O)C1 (centres undefined)	99	3	8	1.0	-4	-0.5	0	-2	-7	-2
COc1cc(NC(=O)c2cc(S(=O)(=O)N3CCCCC3)c[nH]2)cc(OC)c1	102	17	2	-0.4	-4	-3.2	-3	0	1	-1
COC(=O)c1ccc(NC(=O)CCN2C(=O)NC(C)(C)C2=O)cc1	.	12	1	-0.7	1	-3.3	6	-1	0	-9
Cc1cc(=O)oc2ccc(OC(=O)CN3C(=O)c4cccc([N+](=O)[O-])c4C3=O)cc12	95	11	-1	0.1	1	-1.8	-3	16	1	-3
CC(C)C[C@@H]1CN=C(N)N1C[C@@H]1CCCN1C[C@@H](C(C)C)N1C[C@@H](Cc2ccccc2)N(CCCC2CCCC2)C1=N	117	10	2	-1.8	0	-2.1	4	-1	5	0
CC(=O)C[C@@H](O)CC(=O)[C@@H]1OC(=O)CCCCCCCc2ccccc21	101	11	-1	0.2	-4	-2.0	-3	-3	12	1
CCC(C)OC(=O)n1ccc(C(=O)Nc2nccs2)n1 (centres undefined)	101	12	-2	-0.5	1	-2.1	-1	.	10	-10
COc1cccc(C(=O)Oc2ccc(/C=N/NC(=O)c3ccncc3)cc2OC)c1	123	-20	-5	1.0	2	2.4	1	-1	3	-13
Cc1ccc(C)c(OC(=O)c2cccnc2Cl)c1C	94	1	-6	13	3	-0.1	3	3	-10	-5
O=C(NC1CCCC1)C(c1ccccc1F)N(C(=O)c1csnn1)C1CC1 (centres undefined)	.	-26	2	1.3	0	3.5	-2	-2	8	6
CCN(C(=O)CSc1nnc(C)n1Cc1ccccc1)C1CCS(=O)(=O)C1 (centres undefined)	114	0	11	1.9	-4	0.1	3	-1	-74	-3
COc1ccccc1NC(=O)C(C)OC(=O)CC1CCCCC1 (centres undefined)	103	-19	-2	-0.6	3	4.6	2	0	-8	-1
COc1ccc(C(c2nnnn2C2CCCC2)N2CCC(C)CC2)c(OC)c1 (centres undefined)	98	-10	-3	-1.1	-1	2.4	-2	-2	24	3
O=C1/C(=C/c2ccc(O)cc2)COc2ccccc21	112	2	-4	-1.5	-7	-0.4	1	31*	-2	-8
OCCN(CCO)c1cc2c3ccccc3ccc2c2ccccc12	95	-71	-8	0.1	6	14	1	6	-1	4
Cc1ccc(C)c(N2CCN(C(c3ccc(N(C)C)cc3)c3nnnn3C(C)(C)C)CC2)c1 (centres undefined)	.	3	-6	0.7	1	-0.5	0	.	16	-7
Cc1noc(NS(=O)(=O)c2ccc(NC(=O)CSc3n[nH]c(-c4ccccc4)n3)cc2)c1C	93	12	-11	0.4	2	-2.2	-1	-5	2	-17
C/C(=N\NC(=O)CCC(=O)Nc1ccc(C)c(C)c1)C1CC1	105	13	-2	0.9	5	-2.4	0	0	-2	-9
CCOc1ccc(N2CC(C(=O)Nc3ccccc3N3CCCC3)CC2=O)cc1 (centres undefined)	111	16	2	0.5	0	-2.8	-1	-1	17	-10
CC1CN(C(=O)C2CCCCC2)C(C)CN1C(=O)C1CCCCC1 (centres undefined)	.	-2	8	2.7	2	0.3	1	.	-1	-13
CCCCCn1c(CN2CCN(c3cccc(Cl)c3)CC2)nc2c1c(=O)n(C)c(=O)n2C	86	-21	-1	-0.7	0	3.7	-3	.	-6	-5
COc1ccc(-c2nn(-c3ccccc3)cc2C(=O)N(C)CC(=O)Nc2ccc(N3CCOCC3)cc2)cc1	108	6	-3	-0.6	-3	-1.0	4	0	-6	-14
CCCCn1c(C23CC4CC(CC(C4)C2)C3)n[nH]c1=S	126	-23	-2	0.6	0	4.7	-2	-2	-2	1

Next section
SMILES	DSG3 Ab inh	OPRM1-OPRD1 inv	RTF Ca sens act	LANA DNA inh	Keap1 Nrf2 FP	MOR-DOR ag	V-ATPase pHluor	Wnt act	Arr AP2 block	RTF Ca sens inh
Cc1ccccc1Cn1ccc(-c2ccc(Cl)cc2)c(C#N)c1=O	100	14	-4	0.3	0	-2.7	3	5	-3	-2
CCCCn1c(SCC(=O)N2CCN(c3ccccc3)CC2)nc2ccsc2c1=O	103	11	5	-0.6	-4	-2.1	2	.	6	-3
C=CCC1NS(=O)(=O)OCC1C(C)C (centres undefined)	89	13	-5	-0.1	2	-2.2	0	-3	0	-4
CC(=O)Nc1ccc(N2C(=O)CCC2=O)cc1C	77	11	1	-1.1	-1	-2.0	4	-4	-8	-5
S=C(NCC1CCCO1)Nc1ccc(Cl)c(Cl)c1 (centres undefined)	84	-2	0	-0.6	-3	0.3	0	3	1	-10
C=C1C(C(=O)N2CCN(C)CC2)C1C(=O)N1CCN(C)CC1 (centres undefined)	102	18	2	-1.2	-3	-3.2	13*	0	0	2
O=C(Nc1ccc(F)c(Cl)c1)C1CC(=O)N(Cc2ccco2)C1 (centres undefined)	109	19	-3	0.8	-6	-4.7	3	2	-9	0
O=C(O)c1ccc(S(=O)(=O)NC2CCCCC2)cc1	94	11	4	-0.4	2	-1.9	-5	.	15	-7
CCCS(=O)(=O)N1CCN=C1SCc1cccnc1	104	-10	-5	1.6	2	1.4	4	2	4	-1
CSc1ccccc1NC(=O)c1cc(-c2cccnc2)nc2ccc(Br)cc12	99	-1	0	-2.4	-4	0.3	-1	0	7	-6
COc1ccccc1NS(=O)(=O)c1cc(NC(=O)c2sc3cc(Cl)ccc3c2Cl)ccc1C	98	9	-5	-0.2	-3	-1.2	2	-6	105*	4
CCN(CC)c1cc(-c2ccccc2)ncn1	96	5	-7	-1.7	2	-0.8	-3	.	2	-1
Cc1ccc(-c2nn(C)c(=O)c3ccccc23)cc1CN1CCCCC1	.	18	1	-1.1	0	-3.7	-2	1	-12	-3
CCn1c(SCC(=O)NCc2ccco2)nc2cccnc21	96	9	-3	-0.4	-5	-1.5	8	.	21	-2
CCOC(=O)c1ccccc1NC(=O)Cn1c(-c2nonc2N)nc2ccccc21	94	.	6	0.8	5	.	-3	.	-10	-2
CN1CCN(C(=O)CN(C)S(=O)(=O)c2cc(Cl)ccc2Cl)CC1	.	-2	-7	-1.0	-3	0.3	0	-2	31	4
CN(C(=O)c1ccccc1C(=O)OCC(=O)c1ccc(F)c(F)c1)C1CCCCC1	101	-23	-7	-1.3	0	3.6	3	-2	3	-5
O=C(Nc1nc(-c2ccc(S(=O)(=O)N3CCCC3)cc2)cs1)C1COc2ccccc2O1 (centres undefined)	99	-13	2	-1.7	-2	3.1	-1	-2	-12	-6
COc1ccc(NC(=O)CSc2nc3nc(C)cc(C)c3c(=O)[nH]2)cc1OC	.	-1	-2	-1.5	-4	0.2	2	-4	6	-7
O=C(CCn1nc(-c2ccc(Cl)cc2)ccc1=O)N1CCOCC1	106	-15	4	-0.6	-3	2.7	2	.	16	-9
CCOC(=O)C1=C(C)NC(C)=C(C(=O)OCC)C1C(=O)OCC(=O)NC(C)c1ccccc1 (centres undefined)	101	3	-3	-2.2	1	-0.4	1	-1	-5	-1
COC(=O)[C@@]12CCCN1[C@H](c1ccc(-c3ccccc3)cc1)[C@@H]1C(=O)N(C)C(=O)[C@@H]12	102	4	2	4.0	-1	-0.7	-5	7	-7	4
C#CCOC(=O)Nc1ccc(OCC(F)(F)F)nc1	.	13	3	-0.1	1	-2.6	2	-1	-16	-6
Cc1cc(=O)n2[nH]c(C(=O)O)nc2n1	96	9	0	2.0	1	-1.8	-4	.	-22	-9
Cc1ccn(C(CC(=O)c2ccc(Br)cc2)C(=O)O)n1 (centres undefined)	103	11	13	-1.1	-7	-1.9	-1	-4	19	2
CCN(CC)C(=O)[C@H]1C[C@H](CC(=O)NCCCOC)C(=O)N2CCc3c([nH]c4cc(-c5ccco5)ccc34)[C@]12C	102	9	0	-0.5	-7	-1.8	2	-2	-3	-5
CC1=NN(C(=O)c2ccco2)C(O)(c2ccccc2)C1 (centres undefined)	114	3	6	1.2	-2	-0.6	3	7	4	1
C=CCSc1nnc(CNS(=O)(=O)c2ccc(C)cc2)n1C	104	24	-1	2.4	-1	-4.8	0	2	-14	-5

Eleven successive compounds from above:
SMILES	DSG3 Ab inh	OPRM1-OPRD1 inv	RTF Ca sens act	LANA DNA inh	Keap1 Nrf2 FP	MOR-DOR ag	V-ATPase pHluor	Wnt act	Arr AP2 block	RTF Ca sens inh
COc1ccc(-c2ccc(C(=O)O)o2)c([N+](=O)[O-])c1	102	8	5	-0.3	-5	-1.6	1	-10	11	-5
O=C(CN1C(=O)CC(c2ccccc2)S(=O)(=O)c2ccccc21)N1CCCCC1 (centres undefined)	98	2	3	1.9	-5	-0.5	-3	-2	-3	5
CCN(C(=O)COC(=O)c1ccc(S(=O)(=O)N2CCCc3ccccc32)cc1)C1CCS(=O)(=O)C1 (centres undefined)	99	3	8	1.0	-4	-0.5	0	-2	-7	-2
COc1cc(NC(=O)c2cc(S(=O)(=O)N3CCCCC3)c[nH]2)cc(OC)c1	102	17	2	-0.4	-4	-3.2	-3	0	1	-1
COC(=O)c1ccc(NC(=O)CCN2C(=O)NC(C)(C)C2=O)cc1	.	12	1	-0.7	1	-3.3	6	-1	0	-9
Cc1cc(=O)oc2ccc(OC(=O)CN3C(=O)c4cccc([N+](=O)[O-])c4C3=O)cc12	95	11	-1	0.1	1	-1.8	-3	16	1	-3
CC(C)C[C@@H]1CN=C(N)N1C[C@@H]1CCCN1C[C@@H](C(C)C)N1C[C@@H](Cc2ccccc2)N(CCCC2CCCC2)C1=N	117	10	2	-1.8	0	-2.1	4	-1	5	0
CC(=O)C[C@@H](O)CC(=O)[C@@H]1OC(=O)CCCCCCCc2ccccc21	101	11	-1	0.2	-4	-2.0	-3	-3	12	1
CCC(C)OC(=O)n1ccc(C(=O)Nc2nccs2)n1 (centres undefined)	101	12	-2	-0.5	1	-2.1	-1	.	10	-10
COc1cccc(C(=O)Oc2ccc(/C=N/NC(=O)c3ccncc3)cc2OC)c1	123	-20	-5	1.0	2	2.4	1	-1	3	-13
Cc1ccc(C)c(OC(=O)c2cccnc2Cl)c1C	94	1	-6	13	3	-0.1	3	3	-10	-5
